H9c2 TAG inh: reduces triacylglycerol accumulation in H9c2 cells. Nile Red lipid (TAG) fluorescence; cells loaded with 200 µM oleic acid. inhibition, % at 12.5 µM. 0.66% of 230,000 active. AID 651582;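 active = pattern-corrected inhibition of lipid staining of at least 50% with the nuclear-stain viability signal not falling by more than 50%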;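 note: 0% = DMSO wells and 100% = triacsin C control wells; some results filed as inactive read as strong as hits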
H9c2 TAG inh DAPI viability: further read-out of H9c2 TAG inh, marked with its call; DAPI nuclei signal change (viability), lower = more cytotoxic, %;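 whole-well DAPI fluorescence read on a plate reader as a viability signal; minus 50 percent equals half of cells still viable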
Active calls of the source: *.

Every second line gives: H9c2 TAG inh | H9c2 TAG inh DAPI viability
CC(/C=C(\C)Nc1ccccc1)=Nc1ccccc1
→ -1 | 5
CC(C)(C)NC(=S)N1CCn2cccc2C1c1cccnc1 (stereo not given)
→ -1 | -3
COc1ccc2c(c1)CC1(CN2C)C(=O)NC(=O)N(CCc2ccccc2)C1=O (stereo not given)
→ 0 | -4
Cc1cc(C=C2C(=O)N(C)C(=S)N(C)C2=O)c(C)n1-c1cccnc1
→ 9 | -13
COC(=O)C1=C(c2ccc(OCc3ccccc3)cc2)C[C@@H]2CC[C@H]1N2C(=O)NCc1ccc2c(c1)OCO2
→ -1 | 0
CC12CCC3C(CCC4C/C(=N/O)CCC43C)C1CCC2O (stereo not given)
→ -13 | 11
O=C(COc1ccccc1F)N1CCN(CCN2C(=O)c3cccc4cccc(c34)C2=O)CC1
→ -3 | 1
CN(Cc1c[nH]c2ccccc12)C1CCCCC1
→ 87 | -72
Cc1ncoc1C(=O)NCC1=C(c2ccc(S(C)(=O)=O)cc2)C[C@@H]2CC[C@H]1N2CCOc1ccccc1
→ 10 | 7
CCCCNC(=O)NC(C(N)=O)P(=O)(OCC)OCC (stereo not given)
→ 3 | -6
CCn1cc(CN2CCCC(C(=O)c3sccc3C)C2)cn1 (stereo not given)
→ -12 | 3
C=Cc1ccc(Cn2c(C(=O)O)c(C=O)c3ccccc32)cc1
→ -3 | 7
O=C1NC(=O)N(c2cccc(Br)c2)C(=O)/C1=C/c1ccsc1
→ 4 | -5
COC(=O)C1=C(c2cccc(OCc3ccccc3)c2)C[C@@H]2CC[C@H]1N2C(=O)NCc1ccc(OC)c(OC)c1
→ 20 | 16
C#C[C@]1(O)CCC2C3C(=O)C=C4C=CCC[C@]4(C)C3CC[C@@]21C (stereo not given in full)
→ -4 | 2
COC(=O)C1=C(c2ccc(-c3ccccc3)c(F)c2)C[C@@H]2CC[C@H]1N2C(=O)NCCOc1ccccc1
→ -10 | -6
CC(C)N1CCN(Cc2ccc3c(c2)OCCO3)CC1CCO (stereo not given)
→ 3 | -2
Cc1cccc(-n2c(-c3ccco3)nc3ccccc3c2=O)n1
→ 1 | 0
CCCCOCCCn1c(N)c(C(=O)OC(C)COC)c2nc3ccccc3nc21 (stereo not given)
→ -27 | 73
CCC(C(=O)Nc1ccc(Cl)cc1)N1CCCC1=O (stereo not given)
→ 14 | -8

Two neighbouring entries already listed, for reference:
Every second line gives: H9c2 TAG inh | H9c2 TAG inh DAPI viability
C#C[C@]1(O)CCC2C3C(=O)C=C4C=CCC[C@]4(C)C3CC[C@@]21C (stereo not given in full)
→ -4 | 2
COC(=O)C1=C(c2ccc(-c3ccccc3)c(F)c2)C[C@@H]2CC[C@H]1N2C(=O)NCCOc1ccccc1
→ -10 | -6

The list goes on:
Every second line gives: H9c2 TAG inh | H9c2 TAG inh DAPI viability
COc1ccc(C(CNC(=O)Cc2ccc(Cl)c(Cl)c2)N2CCCCC2)cc1 (stereo not given)
→ 10 | 3
COC(=O)C1=C(c2ccc(F)cc2OCc2ccccc2)C[C@@H]2CC[C@H]1N2C(=O)NCCCc1ccccc1
→ 20 | -8
CCCCn1c(=O)c(C(=O)NCc2ccccc2)c(O)c2ccccc21
→ -9 | -2
CC(=NCC1CCCO1)c1c(O)n(C2CCCCC2)c(=O)[nH]c1=O (stereo not given)
→ -13 | 7
COC(=O)C1=C(c2ccc(Cl)c(C(F)(F)F)c2)C[C@@H]2CC[C@H]1N2C(=O)NC1CCCCC1
→ 7 | -8
CCCCC1C(=O)NC(=S)N(C)C1=O (stereo not given)
→ -4 | -1
Oc1ccc(/C=N/NP(=S)(c2ccccc2)c2ccccc2)cc1
→ -4 | -6
C#CCOCOCC#CCN(CC)CC
→ -1 | 2
CC(OC(=O)c1cn(C)c2ccccc12)C(=O)N(C)c1ccccc1 (stereo not given)
→ 5 | 2
CCN(CC)c1ccc(N=Cc2c(O)n(-c3ccccc3)c(=O)[nH]c2=O)cc1
→ 9 | -3
CN1[C@H]2CC[C@@H]1C(C(=O)N1CCOCC1)=C(O)C2
→ 4 | 1
CN1CCC(N(C)c2nc(-c3ccc([N+](=O)[O-])cc3)nc3ccccc23)CC1
→ 59* | -27*
Cc1cccc(CCNCc2cc3cc(C)cc(C)c3[nH]c2=O)c1
→ -1 | 10
COc1ccc(OC(=O)N(C)C[C@@H]2OCc3cnnn3CCCC(=O)N([C@H](C)CO)C[C@@H]2C)cc1
→ 9 | -8
CCCCCC1(C(C)C)C(=O)NC(=S)NC1=O
→ 1 | 9
Cc1cccc(OP(=O)(Nc2ccc(F)cc2)Oc2cccc(C)c2)c1
→ -31 | 13
Cc1cc(/C=C2/C(=O)NC(=O)N(C)C2=O)c(C)n1-c1ccccc1
→ -23 | -3
CCC12CN3CC(CC)(CN(C1)C3c1cccnc1)C2=O (stereo not given)
→ 20 | -8
Nc1ccccc1-[n+]1c(-c2ccccc2)cc(-c2ccccc2)cc1-c1ccccc1
→ 8 | 8
CC12CCC(=O)C=C1CCC1C2CCC2(C)C1CCC2(O)CC#N (stereo not given)
→ -11 | -3

Shown with bars between the fields: 5 of the compounds above
SMILES | H9c2 TAG inh | H9c2 TAG inh DAPI viability
CN1CCC(N(C)c2nc(-c3ccc([N+](=O)[O-])cc3)nc3ccccc23)CC1 | 59* | -27*
Cc1cccc(CCNCc2cc3cc(C)cc(C)c3[nH]c2=O)c1 | -1 | 10
COc1ccc(OC(=O)N(C)C[C@@H]2OCc3cnnn3CCCC(=O)N([C@H](C)CO)C[C@@H]2C)cc1 | 9 | -8
CCCCCC1(C(C)C)C(=O)NC(=S)NC1=O | 1 | 9
Cc1cccc(OP(=O)(Nc2ccc(F)cc2)Oc2cccc(C)c2)c1 | -31 | 13

More results follow:
Every second line gives: H9c2 TAG inh | H9c2 TAG inh DAPI viability
CCCCCCC(N)CC(=O)O (stereo not given)
→ 10 | -2
COc1ccc(NC(=O)N2CCC3(CC2)OCCO3)c(OC)c1
→ -2 | 1
CCN(CC)CCOC(=O)c1cc2cc(COC)ccc2o1
→ -5 | 9
CCOC(=O)c1ccc(N2C(=O)CC(N3CCC(C#N)(c4ccccc4)CC3)C2=O)cc1 (stereo not given)
→ 11 | 1
C#CCN1CCN(c2ccc(F)cc2)CC1
→ -4 | 9
CC(=O)OC1CC(OC2C(O)CC(OC3C(O)CC(OC4CCC5(C)C(CCC6C5CC(O)C5(C)C(C7=CC(=O)OC7)CCC65O)C4)OC3C)OC2C)OC(C)C1OC1OC(CO)C(O)C(O)C1O (stereo not given)
→ -8 | 0
Cc1ccccc1-n1c(O)c(/C=N/N2CCOCC2)c(=O)[nH]c1=S
→ 0 | 9
O=c1[nH]c2ccccc2c(=O)n1-c1cccc(Cl)c1
→ -19 | 19
O=c1[nH]c(=O)n(Cc2ccc(F)cc2)c(O)c1C=NCC1CCCO1 (stereo not given)
→ 8 | -16
C=CCN=C(SCC(=O)c1ccc(Cl)cc1)c1c(O)n(C)c(=O)n(C)c1=O
→ -7 | 2
Cc1ccc(Cl)cc1-n1c(O)c(C=NCCCN2CCOCC2)c(=O)[nH]c1=O
→ 1 | -14
C=CCOC(=O)C1C(C(=O)O)C2(Cl)C(Cl)=C(Cl)C1(Cl)C2(Cl)Cl (stereo not given)
→ 9 | -3
O=C1CN=C(c2cc([N+](=O)[O-])ccc2Cl)c2cc([N+](=O)[O-])ccc2N1
→ -10 | -3
Nc1ccc(S(=O)(=O)N2CC3CC(C2)c2cccc(=O)n2C3)cc1 (stereo not given)
→ -2 | -8
Cc1ccc(CN2CCN(CC(=O)N3CCC4(CC3)OCCO4)C2=O)cc1
→ 20 | -11
CC(=O)Nc1ccc(C(c2c(O)c3ccccc3oc2=O)c2c(C)n(C)n(-c3ccccc3)c2=O)cc1 (stereo not given)
→ 14 | -6
CCOC(=O)c1c(C)[nH]c(C(=O)C(C)N2CCCC2)c1C (stereo not given)
→ -11 | 7
CC12CC(c3ccccc3O1)C(C(=O)OCc1ccccc1)C(=O)N2 (stereo not given)
→ 10 | -12
CCOC(=O)c1cc(CC)sc1/N=C/C1C(=O)NC(=S)NC1=O
→ 3 | 6
CC1=Nc2ccccc2/C1=C/c1c(O)[nH]c(=O)[nH]c1=O
→ 1 | 4

Additional entries
Every second line gives: H9c2 TAG inh | H9c2 TAG inh DAPI viability
O=C(c1ccccc1)c1cn(CC(=O)N2CCCC2)c2ccccc12
→ 1 | 3
COC(=O)C1=C(c2cccc(OCc3ccccc3)c2)C[C@@H]2CC[C@H]1N2C(=O)NCc1ccc(C(C)(C)C)cc1
→ 30 | -9
Cc1cc(C)n(CCOC(=O)C2C(C=C(Cl)Cl)C2(C)C)n1 (stereo not given)
→ -6 | -2
Cc1nc2ccccc2c(=O)n1-c1cccc(C(F)(F)F)c1
→ 8 | -4
CC(C)OC(=O)Nc1ccc(N=C(N)N[N+](=O)[O-])cc1
→ -1 | 4
O=P(NC1CCCCC1)(Oc1ccccc1)Oc1ccccc1
→ -10 | 5
C[C@]12CCC3C(CC[C@H]4C[C@@H](O)CC[C@]34C)C1C[C@@H](O)[C@H]2O (stereo not given in full)
→ 0 | 0
Cc1cc(N2CCCC2)ccc1C=C(C#N)C#N
→ -10 | 11
CCC(=Nc1cc(OC)ccc1OC)c1c(O)[nH]c(=O)[nH]c1=O
→ 12 | -3
O=C(/C=C/c1ccc2c(c1)OCO2)c1c(O)n(CCc2ccccc2)c(=O)[nH]c1=O
→ 3 | 2
CC1(C)Cc2c(sc3c2C(=O)NC(c2cccnc2)N3)CO1 (stereo not given)
→ 11 | -7
COc1ccc(OCC(=O)N2CCN(CC3CC4C=CC3C4)CC2)cc1 (stereo not given)
→ 2 | -4
O=c1[nH]c(=O)n(C2CCCCCC2)c(O)c1C=NC1CCN(Cc2ccccc2)CC1
→ 14 | 6
Nc1ccc2nonc2c1[N+](=O)[O-]
→ -15 | 14
CCn1c(O)c(C=Nc2cc(Cl)ccc2Cl)c(=O)n(CC)c1=O
→ 19 | -9
O=P(C(c1ccc2c(c1)OCO2)N1CCOCC1)(N1CCOCC1)N1CCOCC1 (stereo not given)
→ 8 | -6
COc1ccccc1-n1c(-c2cccs2)nc2ccccc2c1=O
→ -20 | 2
Clc1ccc2c(c1)C(c1ccccc1Cl)=NCc1nncn1-2
→ 20 | -25
Cc1cccc(C)c1OP(N)(=O)Oc1c(C)cccc1C
→ 0 | -6
CCCc1c(C)nc(-c2ccc(C)cc2)nc1OC(=O)N(C)C
→ -10 | -1

Continuation:
Every second line gives: H9c2 TAG inh | H9c2 TAG inh DAPI viability
CC(C)NC(=O)Cn1cc(C(=O)c2ccccc2F)c2ccccc21
→ 8 | -9
O=C1NC(=O)C(=Cc2coc3ccc(O)cc3c2=O)C(=O)N1
→ 0 | -6
COC(=O)C1=C(c2ccc(C(C)=O)cc2)C[C@@H]2CC[C@H]1N2C(=O)NCc1ccc2c(c1)OCO2
→ 13 | -5
CC1(C)C(C(=O)NCc2ccco2)C1(C)C
→ -6 | -1
CNCCc1ccc(O)c(O)c1
→ -17 | 1
COc1ccc(NC2=NC(C)(C)CS2)cc1
→ 2 | -4
Cc1ccc(OCC(=O)N2CCN(Cc3ccc4c(c3)OCO4)CC2)cc1C
→ -4 | 3
O=C1CN=C(c2ccccc2)c2oc3ccc(Br)cc3c2N1
→ -35 | 18
C[C@@H]1CN([C@H](C)CO)C(=O)CCCn2cc(nn2)CO[C@H]1CN(C)C(=O)Oc1ccc2ccccc2c1
→ 14 | -4
COC(=O)C1=C(c2cccc(OCc3ccccc3)c2)C[C@@H]2CC[C@H]1N2C(=O)NNCc1ccccc1
→ -11 | 1
O=C(c1ccccc1)C(Cc1ccccc1)N1CCOCC1 (stereo not given)
→ -3 | 10
CC1(c2ccccc2)NCCN2C(=O)CSC21 (stereo not given)
→ -1 | -4
CNC(=O)Nc1ccc(C(O)(C(=O)OC)C(F)(F)F)cc1 (stereo not given)
→ 4 | -2
COC(=O)C1=C(C(=O)OC)C2OC1c1cc3ccccc3cc12
→ 70* | -41*
COC(=O)C1=C(c2ccc(OCc3ccccc3)cc2)C[C@@H]2CC[C@H]1N2C(=O)NCc1ccccc1C(F)(F)F
→ 13 | 1
ClCCN1CCSCC1
→ 9 | 0
CCN1CCN(c2ncnc3ccc(Br)cc23)CC1
→ -19 | 1
C=CP(=O)(O)c1ccccc1
→ -9 | 6
Cc1nn(Cc2ccccc2)c(Cl)c1C(=O)O
→ -17 | -4
C/C(=N/OC(=O)N(C)C)c1ncc(C(F)(F)F)cc1N1CCOCC1
→ 8 | 2

Next section:
Every second line gives: H9c2 TAG inh | H9c2 TAG inh DAPI viability
C=CCn1c(O)c(C(C)=NCCCO)c(=O)[nH]c1=O
→ -2 | -5
C[C@]12CC[C@@H](O)CC1=CCC1C2CC[C@@]2(C)C1C[C@@H](F)[C@H]2O (stereo not given in full)
→ -18 | 9
CCCCn1c(O)c(/C=C2/C=CC=N2)c(=O)[nH]c1=O
→ 10 | 6
O=c1[nH]c(Cl)ccc1CN1CCOCC1
→ 0 | 5
CCCOc1ccccc1C1SCC(=O)Nc2c1c(=O)[nH]n2C(C)CCC (stereo not given)
→ -16 | 0
CCCN(CCC)[C@@H]1CCc2cccc(O)c2C1
→ 7 | 6
O=C(c1ccc(F)cc1)C(Cc1ccccc1)N1CCCCC1 (stereo not given)
→ 6 | -12
O=C(NCC1=C(c2ccc3ccccc3c2)C[C@@H]2CC[C@H]1N2Cc1ccco1)c1cccs1
→ 10 | 12
O=C(O)c1cccc2c1NC(c1cccc([N+](=O)[O-])c1)C1CC(Sc3ccccc3[N+](=O)[O-])C(Cl)C21 (stereo not given)
→ -12 | 6
CN1C(=O)C(C2c3ccccc3C(=O)N2Cc2ccccc2)C(=O)N(C)C1=O (stereo not given)
→ 5 | 3
Cc1ccc2c(c1)CC1(CN2C)C(=O)NC(=O)N(c2ccc(C)c(C)c2)C1=O (stereo not given)
→ 1 | -2
CN=C(SCc1cc2c(cc1Cl)OCO2)c1c(O)n(C)c(=O)n(C)c1=O
→ -4 | 4
CO[C@@H]1C=CC23c4cc5c(cc4CO[C@]2(O)CN(C)[C@H]3C1)OCO5 (stereo not given in full)
→ -15 | 7
O=C(CN1C(=O)CN=C(c2ccccc2)c2ccccc21)NCc1ccco1
→ 5 | -1

Assay outcomes: PubChem, Sanford-Burnham Center for Chemical Genomics

Only part of the results is shown, so the mix of outcomes need not match the whole.
